CF NFkB block: inhibitors of cystic fibrosis induced NF-kB; KKLEB NF-kB-GFP reporter, PAF-induced, GFP fluorescence overnight; inhibition, % at 5 µM; actives 0.86% (n = 360,000); AID 588850;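 active = at least 50% inhibition at 5 µM, scaled per plate between neutral and stimulator controls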;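 note: PAF is a Pseudomonas aeruginosa culture filtrate used as stimulus; plate controls were PAF-stimulated DMSO wells for no effect and unstimulated DMSO wells for full effect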
TROY NFkB inh: TROY signaling inhibition. actives 0.98% (n = 360,000). Q293 LMP1-TROYcd NF-kB luciferase reporter, 4 h. inhibition, % at 10 µM. AID 1347056;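 active = compounds whose plate-normalised and pattern-corrected inhibition of the luciferase reporter signal at the single screening dose is 50% or more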
Shn3 3UTR inh: Schnurri-3 reporter inhibition in Clone20 osteoblasts | Clone20 osteoblast Shn3 3'UTR firefly luciferase, 24 h | inhibition, % at 12.5 µM | actives 0.52% (n = 360,000) | AID 588674;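 active = mean inhibition of at least 75% with every replicate also reaching 75%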;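 note: 0% = median of neutral control wells and 100% = pilot-screen positive control compound; some compounds past the cut are filed as inactive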
HIF-2a block: HIF-2a inhibition; 786-0 RCC cells HIF-2a reporter, luciferase luminescence, overnight; inhibition, % at 18.8 µM; actives 0.72% (n = 360,000); AID 624352;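 active = inhibition of the luminescence signal of 40% or more relative to plate controls, in a single-dose primary screen at 18.75 µM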
NR2E3 ag-1: activates human NR2E3 receptor; Q9Y5X4; CHO-S Gal4-NCOR/VP16-NR2E3 two-hybrid, luciferase; inhibition of corepressor binding, % at 3.98 µM; actives 0.35% (n = 360,000); AID 602229;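 active = inhibition above the mean of all tested compounds plus 3 SD, cut at about 70% in these data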;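 note: 0% = DMSO with NR2E3 transfected cells and 100% = cells lacking NR2E3 construct; higher means lower luciferase signal from less NR2E3 corepressor binding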
Target sequence (Q9Y5X4 whole entry, looked up, the tested form may be a part): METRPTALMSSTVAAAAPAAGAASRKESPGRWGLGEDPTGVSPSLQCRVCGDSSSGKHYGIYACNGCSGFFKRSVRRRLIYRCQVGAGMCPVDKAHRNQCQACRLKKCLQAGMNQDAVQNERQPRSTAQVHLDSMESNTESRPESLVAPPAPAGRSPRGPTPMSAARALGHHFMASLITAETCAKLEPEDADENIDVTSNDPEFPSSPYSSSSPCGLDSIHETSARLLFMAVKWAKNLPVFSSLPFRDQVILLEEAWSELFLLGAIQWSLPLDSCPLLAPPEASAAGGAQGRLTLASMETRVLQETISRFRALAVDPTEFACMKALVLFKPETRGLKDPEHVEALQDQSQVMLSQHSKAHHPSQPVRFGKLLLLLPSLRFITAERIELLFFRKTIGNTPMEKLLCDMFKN
KKLEB tox: counter-screen for CF NF-kB inhibitors: cytotoxicity; KKLEB CF airway cells viability, ATPlite luminescence, overnight; active compounds read low; cells stimulated with P. aeruginosa culture filtrate; activity change (cytotoxicity), % at 5 µM; actives 0.36% (n = 360,000); AID 602141;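 active = corrected activity change at or below -50% at 5 µM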
Peg3 prom inh: reduces Peg3 promoter-driven luciferase expression in HeLa | HeLa PEG-Prom luciferase reporter, luminescence, overnight | inhibition, % at 20 µM | actives 1.7% (n = 360,000) | AID 588405;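 active = inhibition of at least 50% at 20 µM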
C8 TRAIL sens: caspase-8 TRAIL sensitization. actives 1% (n = 360,000). NB7+C8 cells + TRAIL, ATPlite viability luminescence. inhibition (viability loss, TRAIL sensitization), % at 10 µM;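 active = compounds causing at least 50% loss of cell viability in the single-dose screen, relative to plate controls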
TWEAK-Fn14 inh: blocks TWEAK-Fn14 interaction in a reporter cell assay; inhibition, % at 10 µM; TWEAK-stimulated Fn14 reporter cells, luciferase luminescence, 8 h; actives 2% (n = 360,000); in the data active = inhibition above about 50%
NR2E3 ag-2: NR2E3 (human) agonism. GST-NR2E3/biotin-RetCOR TR-FRET, 1536-well. actives 0.12% (n = 320,000). inhibition of corepressor binding, % at 4.78 µM. AID 2300. Q9Y5X4;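 active = percent inhibition above the cutoff of mean plus 3 SD of all tested compounds, set per screening campaign, cut at about 20% in these data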;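 note: 0% = DMSO wells and 100% = biotin wells as full block of FRET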
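Assay system: NR2E3–RetCOR corepressor complex. Quantity: 1.35 nM GST-NR2E3. Buffer or medium: pH 7.5 Tris-based buffer. Reagent: biotinylated RetCOR corepressor at 7 nM final. Schedule: 5 h at 4 °C. Detection: TR-FRET, emission read at 617 and 671 nm. Replicates: one well per compound, singlicate testing.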
TRPM1 prom inh: MITF TRPM1 promoter inhibition in SK-MEL-5 cells | SK-MEL-5 TRPM1 promoter luciferase, 24 h | inhibition, % at 12.5 µM | AID 488899 | actives 0.83% (n = 330,000);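 active = mean inhibition across replicates of 60% or more, whatever share of single replicates reaches that level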; note: values of inactives mirror those of a sister screen read the other way
Numbers without * were called inactive; . = no result given.

mol,CF NFkB block,TROY NFkB inh,Shn3 3UTR inh,HIF-2a block,NR2E3 ag-1,KKLEB tox,Peg3 prom inh,C8 TRAIL sens,TWEAK-Fn14 inh,NR2E3 ag-2,TRPM1 prom inh
O=C(COC(=O)c1ccccc1)c1ccc(S(=O)(=O)N2CCCCC2)cc1,19,3,-9,7,-16,-10,-1,6,2,.,8
CCC(=O)[C@@H](C)[C@@H](OC(C)=O)[C@H](C)C[C@@H](C)[C@H]1OC(=O)C[C@@]2(O)CC=C(C)C(O2)C(C)=CCCC[C@H](O[C@H]2C[C@@H](OC(N)=O)[C@H](OC(C)=O)[C@@H](C)O2)C=C[C@H](C)C[C@H]1C,.,7,.,3,-8,.,.,-4,-51,.,.
O=C(CCNC(=O)c1ccc(Br)cc1)NCC1CCCO1 (configuration not stated),-2,0,-65,7,-1,-16,-2,-3,0,-4,5
COc1cc(/C=C2/C(=N)N3C=CSC3=NC2=O)ccc1OCCOc1ccc(NC(C)=O)cc1,-26,-9,-33,7,-27,-3,-5,-5,-5,1,-75
COCCNC(=O)c1cc2ncc(Br)cn2n1,0,-1,-6,11,-2,6,-12,5,2,-2,2
CCn1c(O)c(N=Nc2ccc3ccccc3n2)c2ccccc21,-22,-15,-86,-327,-88,8,-322,7,0,-2,-118
O=[N+]([O-])c1ccc(S(=O)(=O)Nc2ccccn2)cc1,-6,11,9,10,-17,-6,3,6,10,5,15
OC[C@@H](O)[C@@H](O)CO,4,2,15,12,-5,-3,-2,-4,12,1,-11
O=[N+]([O-])c1cccc(S(=O)(=O)NC2CC3CCC2C3)c1 (configuration not stated),5,-6,-5,14,-22,4,7,-8,-5,0,0
CC(C)OC(=O)N(C)C[C@H]1OCc2cn(nn2)CCCC(=O)N([C@H](C)CO)C[C@@H]1C,16,-12,-2,-1,-41,-13,-17,-3,27,.,.
Cc1ccc(-n2ncc3c(SCC(=O)NNC(=O)C(C)C)ncnc32)cc1,-5,-64,-8,-163,-20,-8,-159,22,13,-2,-48
CCOC(=O)CSc1nnc(CSc2nc(N)c3c(C)c(C)sc3n2)n1-c1ccccc1,-8,-2,-2,10,-17,-1,22,5,21,4,-5
Cc1ccc(NC(=O)C2CCCC2)cc1S(=O)(=O)N1CCOCC1,-14,21,-6,18,-10,-2,21,7,9,0,9
CN(C)NC(=O)c1ccc([N+](=O)[O-])s1,11,-8,6,7,13,4,7,23,-13,0,7
Cc1c(-c2cccc(NC(=O)c3cccs3)c2)nc2ncccn12,2,-18,4,-8,3,2,-10,-3,-14,3,-6
Cc1nn(-c2ccccc2)c(Cl)c1/C=N/NC(=O)c1ccccc1NS(=O)(=O)c1cccs1,13,22,-13,-88,12,2,-20,8,9,1,-3
COc1ccc(C(C)=O)cc1CSc1ncccn1,12,-22,-3,-7,-8,-1,-11,-1,6,-1,3
C#CC(CC)(CC)NC(=O)c1nn(-c2ccccc2Cl)c(C)cc1=O,-2,14,2,10,-11,1,21,1,7,1,15
CCCn1c(CCC(=O)O)nc2cc(S(=O)(=O)N(CC)CC)ccc21,-12,9,-4,16,-48,-5,6,-1,10,-2,3
COc1ccc(CCNC(=O)c2ccc3c(c2)N(Cc2ccccc2)CCS3)cc1OC,16,41,10,3,-24,-3,55*,3,49,5,13

Reprinted at random: two compounds from above
mol,CF NFkB block,TROY NFkB inh,Shn3 3UTR inh,HIF-2a block,NR2E3 ag-1,KKLEB tox,Peg3 prom inh,C8 TRAIL sens,TWEAK-Fn14 inh,NR2E3 ag-2,TRPM1 prom inh
COc1ccc(CCNC(=O)c2ccc3c(c2)N(Cc2ccccc2)CCS3)cc1OC,16,41,10,3,-24,-3,55*,3,49,5,13
Cc1ccc(NC(=O)C2CCCC2)cc1S(=O)(=O)N1CCOCC1,-14,21,-6,18,-10,-2,21,7,9,0,9

The results go on:
mol,CF NFkB block,TROY NFkB inh,Shn3 3UTR inh,HIF-2a block,NR2E3 ag-1,KKLEB tox,Peg3 prom inh,C8 TRAIL sens,TWEAK-Fn14 inh,NR2E3 ag-2,TRPM1 prom inh
CCOC(=O)CNC(=O)CSc1ncnc2c1cnn2-c1ccc(Cl)cc1,11,-10,-1,8,3,-8,-3,16,-5,-3,-13
COc1ccc(C#Cc2ccc3c(c2)O[C@H](CN(C)S(=O)(=O)c2ccccc2F)[C@H](C)CN([C@H](C)CO)S3(=O)=O)cc1,-28,5,2,11,-9,13,30,20,0,.,.
Cc1nnc(NC(=O)c2ccc(C)c(S(=O)(=O)N3CCCCCC3)c2)s1,5,-1,2,-10,9,4,4,6,0,3,-3
COC(=O)CCC(=O)c1oc2ccc(Cl)cc2c1NC(=O)CCCN1C(=O)c2ccccc2C1=O,5,-10,4,10,7,4,4,-3,2,2,-1
COc1ccc(OC)c(S(=O)(=O)Nc2ccc3oc4c(c3c2)C(=O)CCC4)c1,-9,1,2,16,-19,7,28,-12,13,-1,8
CCOc1ccc(C(C#N)N2CCOCC2)cc1OC (configuration not stated),-34,4,-11,12,-13,8,-4,17,-6,1,-1
COc1ccc(Nc2nc3ccccc3nc2-n2nc(C)cc2C)cc1,-9,3,4,-11,-17,2,-5,14,-16,1,-16
CC(C)CN1CCN(Cc2nc3ccccc3s2)CC1CCO (configuration not stated),-5,8,17,5,-17,-7,2,1,11,1,15
S=c1[nH]nc(C2CCCCC2)n1/N=C/c1ccccc1,25,-1,-5,6,-24,-10,7,-11,-8,3,5
Cc1nn(-c2ccccc2)c(C)c1NC(=O)COC(=O)/C=C/c1ccccc1,12,4,-1,2,25,-10,-14,10,7,0,-6
CC(C)CNC(=O)C1(C)CCCN1C(=O)c1ccncc1 (configuration not stated),-17,-4,2,8,29,17,1,-3,-9,.,.
CC(C(=O)Nc1sccc1C(N)=O)N1C(=O)C2CC=CCC2C1=O (configuration not stated),4,14,-2,13,-36,-4,13,-16,5,4,6
O=C1c2ccc([N+](=O)[O-])cc2C(=O)N1c1c[nH]c(=O)[nH]c1=O,-9,1,-8,8,-32,-4,11,1,8,0,14
CCN1CCN(C(=O)c2nn(C)c3c2CS(=O)(=O)c2ccccc2-3)CC1,2,-8,-2,0,0,-4,6,-17,-6,1,-8
CC1Cc2ccccc2N1S(=O)(=O)c1cccc(C(=O)NCc2ccccn2)c1 (configuration not stated),8,-2,-4,12,17,-12,4,-10,7,-2,18
C/C(=N\NC(=O)C1CC1)c1ccc2c(c1)OCCO2,-2,-10,-10,-6,-7,9,-41,2,-12,1,-34
O=C(NCc1ccco1)c1ccc2sc([C@H]3C[C@H](O)[C@@H](CO)O3)nc2c1,14,-11,-9,-34,12,-9,-11,-1,-20,.,.
Cc1ccc(S(=O)(=O)N(CC(=O)NCC2CCCO2)C2CCCCC2)cc1 (configuration not stated),-2,-2,7,4,10,8,1,0,10,0,-7
CC(=O)c1ccc(N2C(=O)NC3(CCCCC3)C2=O)cc1,15,-4,-27,-56,-38,-4,-29,-11,-5,0,-15
O=[N+]([O-])c1ccc(N/N=C/c2ccc[nH]2)cc1,-12,5,7,-192,-23,11,-160,23,-20,-5,-13
Nc1ccc2c(c1)N=[N+]([O-])c1cc(N)ccc1C2,-9,-21,-18,15,-8,13,5,6,16,-2,2
Cc1nc(-c2ccccc2)sc1C(=O)/C=C/N(C)C,-10,10,-18,-234,-28,21,-183,3,-5,0,-76
Cc1nc(OCc2ccccc2)c2ccccc2n1,21,3,18,-18,-5,-2,-1,22,-25,0,3
Nc1nnc(COc2cccc(C(F)(F)F)c2)s1,6,-2,1,6,-4,11,5,4,5,0,-2
Cc1cccc(Nc2nc(-c3ccccc3)cs2)n1,-27,-25,-26,-302,-161,10,-342,11,19,3,-40
Cc1cccc(NC(=O)c2ccc(NS(=O)(=O)c3c(C)noc3C)cc2)c1,-13,-4,-2,-9,-2,3,5,-14,-24,-2,5
CC1NC(=O)N(C)C2NC(=O)N(C)C(c3ccccc3)C12 (configuration not stated),-15,-3,-5,7,-8,2,6,9,-8,0,5
CN1CCN(C(=O)c2cc3ccccc3cc2O)CC1,-2,-4,-12,7,-19,3,25,-2,-3,5,.
CCOc1cc(C(c2c(C)[nH][nH]c2=O)c2c(C)[nH][nH]c2=O)ccc1OS(=O)(=O)c1ccccc1,-3,4,-5,3,-15,-1,2,-1,-8,2,19
CCCCN(C)CCC(=O)Nc1ccc(C)cc1,-16,-11,5,8,12,21,14,-6,-5,-1,12
Cc1ccccc1NC(=O)Cc1nc(COC(=O)c2cc([N+](=O)[O-])ccc2N)cs1,17,0,-5,7,10,-14,16,4,-9,1,2
N#C/C(=C\c1ccc(O)cc1)C(=O)NCc1cccc(Cl)c1,-1,-6,-10,12,-8,-7,9,-18,-3,-1,7
CCO[C@H]1OC(C(=O)NCc2ccccc2)=C[C@@H](c2ccc(Br)cc2)[C@@H]1CCCO,-8,0,8,20,2,18,3,9,-26,-1,-7
CCNc1nc(OCCNC(C)=O)nc(N(C)C)n1,13,7,1,-10,-17,-2,3,7,-4,6,-1
COC(=O)c1[nH]c2cc(OC)ccc2c1NC(=O)CCN1CCN(Cc2ccc3c(c2)OCO3)CC1,-12,3,3,22,17,-2,5,-14,6,.,1
COC(=O)/C=C1/SC(=NC(=O)c2cccc([N+](=O)[O-])c2)NC1=O,8,-5,0,-6,6,-1,-4,-20,1,0,-4
CC(C(=O)NCCCn1ccnc1)(c1ccccc1)c1ccccc1,24,10,13,13,8,-4,10,4,-8,1,7
CCOc1ccc(C(=O)COC(=O)C2CCN(c3ccc(C(F)(F)F)cn3)CC2)cc1,20,2,15,15,-3,-1,-17,7,10,2,-3
COc1ccc2cc(C(=O)N3CCOCC3)sc(=O)c2c1OC,2,0,9,14,-9,-3,9,-8,-10,0,-10
O=C(CSc1ccc(-c2ccc(Cl)cc2)nn1)N1CCCc2ccccc21,6,12,-2,-48,-9,0,-30,-3,11,2,10
COC(CNC(=O)c1cc(C)nn1-c1ccccc1)OC,14,-2,-11,22,-3,-2,1,-22,7,-2,6
c1ccc(Cc2nc3ccccc3o2)cc1,-1,-8,-22,-34,5,11,-14,-17,-17,5,-25
O=C(Cc1n[nH]c(=O)c2ccccc12)OCC(=O)c1ccc(F)cc1,-4,-11,-28,19,-1,-6,9,5,-5,4,-9
O=C(NCc1ccc(N2CCCC2=O)cc1)c1ccc(F)cc1,-3,6,6,-22,-17,1,-7,4,-11,-3,7
O=C(O)c1cccnc1C(=O)N1CCc2c([nH]c3ccccc23)C1C(F)(F)F (configuration not stated),4,7,12,20,26,1,6,-10,7,-3,.
CCOC(=O)C1CCNC(=O)C1=O (configuration not stated),13,-1,-34,-16,-13,-4,6,-15,1,.,4
CCOC(=O)c1nn(-c2cccc(C)c2)c2nc(-c3ccccc3)c(C#N)c(=O)n12,13,.,4,19,7,-14,16,-1,-12,0,10
CC1CCc2c(sc3nc(SCC(=O)O)n(-c4ccccc4)c(=O)c23)C1 (configuration not stated),-10,-27,-7,6,-19,8,-1,3,89*,0,4

These rows are one share of the data (hit frequency here may not be typical).
